NR2E3 ag-1: inhibitors of NR2E3-RetCOR corepressor binding, primary screen, NR2E3 agonist project, biochemical, TR-FRET, GST-NR2E3, biotin-RetCOR; inhibition of corepressor binding, % at 4.78 µM; 1536-well; 320,000 tested, 0.12% active; AID 2300, 2010; Photoreceptor-specific nuclear receptor (Homo sapiens), Q9Y5X4;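 active = percent inhibition above the cutoff of mean plus 3 SD of all tested compounds, set per screening campaign, cut at about 20% in these data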;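 also: 0% = DMSO wells and 100% = biotin wells as full block of FRET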
Target sequence (Q9Y5X4 whole entry, looked up): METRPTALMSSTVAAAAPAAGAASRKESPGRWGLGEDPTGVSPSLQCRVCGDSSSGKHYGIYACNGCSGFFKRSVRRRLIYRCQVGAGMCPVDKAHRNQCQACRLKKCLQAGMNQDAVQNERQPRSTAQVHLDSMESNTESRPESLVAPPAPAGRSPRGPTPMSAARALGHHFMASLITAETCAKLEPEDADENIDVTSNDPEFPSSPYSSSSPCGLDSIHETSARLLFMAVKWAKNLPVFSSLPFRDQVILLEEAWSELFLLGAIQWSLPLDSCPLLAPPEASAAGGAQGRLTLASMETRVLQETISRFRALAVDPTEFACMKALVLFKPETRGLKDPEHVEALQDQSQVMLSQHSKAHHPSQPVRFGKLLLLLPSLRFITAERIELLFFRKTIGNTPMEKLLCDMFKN
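Test system – NR2E3–RetCOR corepressor complex · Quantity – NR2E3 fusion 1.35 nM · Buffer or medium – Tris pH 7.5 · Incubation – Compound–protein incubation for 5 h at 4 °C · Technique – TR-FRET, Eu(K)-anti-GST donor, streptavidin-D2 acceptor, ex 340, em 617/671 nm · Evaluation – percent inhibition of 671/617 nm emission ratio versus biotin and DMSO controls · Plate – 1536-well format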
MITF TRPM1 inh: inhibitors of MITF-dependent TRPM1 promoter reporter, primary screen, cell-based, SK-MEL-5, single point, luciferase | SK-MEL-5 TRPM1 promoter luciferase, 24 h | inhibition, % at 12.5 µM | 330,000 tested, 0.83% active | AID 488899, 2010;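 active = mean inhibition across replicates of 60% or more, whatever share of single replicates reaches that level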; also: values of inactives mirror those of a sister screen read the other way
Vif inh: HIV Vif self-association inhibitors, primary screen, imaging, HEK293T, single point; HEK293T cells, Vif self-association by quenched fluorescence, 24 h; inhibition, % at 7.49 µM; 340,000 tested, 0.35% active; in the data active = inhibition above about 50%, passing the limit was not always enough; also: some results filed as inactive read as strong as hits
Shn3 inh set2: reduction of Shn3 3'UTR firefly luciferase signal, primary screen, Schnurri-3 inhibitor project, cell-based, Clone20 osteoblasts, set 2; Clone20 osteoblast Shn3 3'UTR firefly luciferase, 24 h; inhibition, % at 12.5 µM; 360,000 tested, 0.52% active;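 active = mean inhibition of at least 75% with every replicate also reaching 75%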;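 also: 0% = median of neutral control wells and 100% = pilot-screen positive control compound; some compounds past the cut are filed as inactive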
PDI inh: inhibitors of human PDI, primary screen, biochemical, turbidity, single point, plate reader | AID 588391, 2011 | PDI insulin aggregation turbidity, A650, 90 min | 350,000 tested, 0.052% active | inhibition, % at 10 µM | Protein disulfide-isomerase (Homo sapiens), P07237;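 active = mean inhibition across replicates of 30% or more, whatever share of single replicates reach that level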;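 also: absorbance from insulin aggregation driven by PDI reduction with DTT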
Target sequence (P07237 whole entry, looked up): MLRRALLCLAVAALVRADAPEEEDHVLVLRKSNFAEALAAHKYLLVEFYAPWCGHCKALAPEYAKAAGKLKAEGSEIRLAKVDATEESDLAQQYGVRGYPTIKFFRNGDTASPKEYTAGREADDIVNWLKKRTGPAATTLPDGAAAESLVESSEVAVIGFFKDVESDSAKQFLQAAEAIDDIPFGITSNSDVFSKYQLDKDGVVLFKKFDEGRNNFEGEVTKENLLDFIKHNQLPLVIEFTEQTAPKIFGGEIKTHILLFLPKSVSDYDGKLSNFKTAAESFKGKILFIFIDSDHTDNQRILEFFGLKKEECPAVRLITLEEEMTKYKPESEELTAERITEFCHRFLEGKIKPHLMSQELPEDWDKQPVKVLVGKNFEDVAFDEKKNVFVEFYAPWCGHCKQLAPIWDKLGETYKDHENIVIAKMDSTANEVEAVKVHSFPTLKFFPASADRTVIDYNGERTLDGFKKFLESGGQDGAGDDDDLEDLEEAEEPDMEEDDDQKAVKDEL
CaV13 FRET inh: Primary screen for inhibitors of IQ motif and Ca2+-dependent inactivation inhibitor domain binding in CACNA1D, Förster resonance energy transfer in living cells, …; AID 743397; HEK cells, CFP/YFP FRET ICDI-IQ, plate reader, 10 min; percent FRET-ratio fall versus neutral wells; inhibition, % at 12.3 µM; 340,000 tested, 0.098% active;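 active = mean replicate inhibition of at least 30% and at least 1% of replicates passing that level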;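 also: 0% = median of the neutral control wells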
CF NFkB block: inhibitors of PAF-induced NF-kB signaling, primary screen, cell-based, GFP fluorescence, uHTS; 360,000 tested, 0.86% active; KKLEB NF-kB-GFP reporter, GFP fluorescence overnight; inhibition, % at 5 µM;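 active = at least 50% inhibition at 5 µM, scaled per plate between neutral and stimulator controls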;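 also: PAF is a Pseudomonas aeruginosa culture filtrate used as stimulus; plate controls were PAF-stimulated DMSO wells for no effect and unstimulated DMSO wells for full effect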
HIF-2a block: HIF-2a reporter inhibitors, primary screen, luminescence, 786-0 RCC cells; 786-0 RCC cells HIF-2a reporter, luciferase luminescence, overnight; inhibition, % at 18.8 µM; 360,000 tested, 0.72% active; AID 624352, 2012;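 active = inhibition of the luminescence signal of 40% or more relative to plate controls, in a single-dose primary screen at 18.75 µM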
Peg3 promoter: Peg3 promoter-driven luciferase inhibitors, primary screen, cell-based, HeLa, luciferase luminescence | AID 588405, 2011 | inhibition, % at 20 µM | HeLa PEG-Prom luciferase reporter, overnight | 360,000 tested, 1.7% active;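 active = inhibition of at least 50% at 20 µM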
KKLEB cytotox: cytotoxicity in KKLEB CF airway cells, primary screen, cytotoxicity control for CF NF-kB inhibitor project, cell-based, uHTS, fluorescence assay plates; KKLEB CF airway cells viability, ATPlite luminescence, overnight; stronger effect = lower value; cells stimulated with P. aeruginosa culture filtrate; activity change (cytotoxicity), % at 5 µM; 360,000 tested, 0.36% active; AID 602141, 2011;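 active = corrected activity change at or below -50% at 5 µM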
NR2E3 ag-2: NR2E3 agonists in two-hybrid cells, primary screen, cell-based, luminescence, CHO-S, Gal4-NCOR/VP16-NR2E3; Photoreceptor-specific nuclear receptor (Homo sapiens), Q9Y5X4; luciferase; inhibition of corepressor binding, % at 3.98 µM; 360,000 tested, 0.35% active; AID 602229, 2012;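 active = inhibition above the mean of all tested compounds plus 3 SD, cut at about 70% in these data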;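 also: 0% = DMSO with NR2E3 transfected cells and 100% = cells lacking NR2E3 construct; higher means lower luciferase signal from less NR2E3 corepressor binding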
* hit, by the source's call; . = no result given.

SMILES	NR2E3 ag-1	MITF TRPM1 inh	Vif inh	Shn3 inh set2	PDI inh	CaV13 FRET inh	CF NFkB block	HIF-2a block	Peg3 promoter	KKLEB cytotox	NR2E3 ag-2
N#C/C(=C(/O)c1ccc([N+](=O)[O-])cc1)c1nc2ccccc2[nH]1	1.3	.	-7.7	-11.4	2.4	-4.6	5.7	-27.4	-2.5	2.3	-9.7
COc1ccc(NC(=O)Cn2nc(C(F)(F)F)c3c2CCCC3)c(OC)c1	1.7	-3.4	-10.0	-1.6	-5.0	-4.7	3.4	3.5	-4.6	-13.1	-18.0
CNS(=O)(=O)c1ccc(N2CCCC2)c([N+](=O)[O-])c1	-0.7	8.0	-2.1	10.7	12.5	5.9	-10.6	1.1	-2.4	4.7	-15.9
COC(=O)c1cc(CNC(=O)c2sccc2-c2ccccc2)ccc1OC	-0.8	7.6	-4.3	13.7	3.0	-5.3	11.1	6.0	20.2	-12.3	-12.7
O=C(Nc1nc(-c2ccco2)c(-c2ccco2)s1)c1c(F)cccc1Cl	-6.0	.	28.1	10.0	-10.6	-14.3	8.7	-7.5	-4.5	5.9	-5.9
COc1cccc(-n2c(Cc3cc(=O)[nH]c(=O)[nH]3)nnc2SCc2cccnc2)c1	2.8	0.5	24.6	4.3	-2.7	23.1	2.1	-2.6	3.7	-4.0	0.0
CCC(C)(C)NC(=O)COc1ccc(C(=O)c2ccccc2)cc1	-0.4	-1.2	3.1	14.1	1.4	-3.8	14.1	1.5	-9.9	-9.8	-26.0
CCCSC1=N/C(=C\C=C\c2ccco2)C(=O)S1	2.0	7.2	0.3	10.9	3.0	.	3.9	19.9	7.7	3.6	-43.0
NCCCCCc1nnc(SCC(=O)Nc2cccc(Cl)c2)o1	1.3	11.8	.	-34.6	-4.2	-7.5	-8.2	-12.6	7.1	-9.9	-7.0
COc1ccc(CC(=O)N(Cc2ccccc2)c2ccccc2)cc1S(=O)(=O)N1CCOCC1	1.3	6.4	-3.1	-3.8	8.2	.	-9.4	8.6	56.3*	-9.4	11.8
CCc1ccc(CN(C)CC(=O)Nc2ccccc2[N+](=O)[O-])cc1	-0.9	-8.5	0.2	7.0	8.3	-5.4	-0.5	-40.8	16.7	-6.6	-35.1
Cc1nc(C)n(C(C)CNC(=O)c2cccc(Br)c2)n1 (stereo unspecified)	.	3.0	-2.6	11.7	3.3	-19.0	-4.5	16.2	-1.9	1.2	-49.6
Cc1cccc(COCCN2CCN(S(=O)(=O)c3ccccc3)CCC2=O)c1	2.0	-1.8	-4.7	1.4	0.8	-10.2	-15.9	12.5	-6.0	1.8	5.2
S=C(Nc1ccc(Oc2ccccc2)cc1)NC1CCCC1	0.4	-6.4	-3.2	-21.7	-3.3	-3.4	-4.9	-59.2	-16.2	0.8	-35.1
CNC(=O)C1CC(=O)N(CCc2ccc(OC)cc2)C(=Nc2ccc(OC)cc2)S1 (stereo unspecified)	-0.3	-9.1	.	6.4	2.2	.	-5.3	3.1	17.5	-11.4	2.7
O=C(Nc1ccc(NC(=O)c2ccco2)cc1)c1ccc2c(c1)OCO2	0.4	-13.3	-8.5	-14.8	-1.5	0.8	-1.3	-7.4	-52.0	11.0	3.3
O=C(COc1ccc2ccc(=O)oc2c1)NC1CCCCC1	0.3	-23.4	19.9	-2.0	-1.8	-2.8	-14.7	-47.7	-34.3	1.3	-4.3
CN(C)S(=O)(=O)c1cccc(C(=O)NCc2ccco2)c1	-1.2	-7.2	5.1	0.5	6.3	-3.6	12.0	7.7	13.1	-2.6	-3.8
CC1CCCN(S(=O)(=O)c2ccc(S(=O)(=O)N3CCCN(Cc4ccccc4)C3)cc2)C1 (stereo unspecified)	.	-6.2	6.9	8.6	-8.1	-8.1	2.0	2.3	1.3	-7.4	-0.2
Cc1ccc(S(=O)(=O)NNC(=O)Nc2ccc([N+](=O)[O-])cc2)c(C)c1	3.0	14.5	.	-6.9	-5.6	-3.5	-16.9	2.7	1.7	-5.5	-29.0
COc1ccc(CCNC(=O)COc2ccc(N(C)S(=O)(=O)c3ccc(C)cc3)cc2)cc1OC	3.3	5.4	-12.0	-30.6	8.2	-6.7	-10.2	4.6	15.2	13.9	4.9
COc1cc(OC)c(C(=O)OCN2C(=O)c3ccccc3C2=O)cc1OC	-0.9	3.2	12.3	-30.5	-6.3	-1.8	-6.3	13.7	11.3	-6.6	-37.5
C=C(C)COC(=O)C1CC2OC2CC1C(=O)OCC(=C)C (stereo unspecified)	.	-6.5	27.9	17.5	3.8	-3.9	-9.8	9.3	9.6	19.4	5.4
COCCCNS(=O)(=O)c1ccc(Cl)c(C(F)(F)F)c1	2.6	-7.4	17.5	-0.4	5.1	-6.7	-0.6	14.0	4.9	2.9	-9.0

Among those listed so far, these contain a Cl atom:
SMILES	NR2E3 ag-1	MITF TRPM1 inh	Vif inh	Shn3 inh set2	PDI inh	CaV13 FRET inh	CF NFkB block	HIF-2a block	Peg3 promoter	KKLEB cytotox	NR2E3 ag-2
O=C(Nc1nc(-c2ccco2)c(-c2ccco2)s1)c1c(F)cccc1Cl	-6.0	.	28.1	10.0	-10.6	-14.3	8.7	-7.5	-4.5	5.9	-5.9
NCCCCCc1nnc(SCC(=O)Nc2cccc(Cl)c2)o1	1.3	11.8	.	-34.6	-4.2	-7.5	-8.2	-12.6	7.1	-9.9	-7.0
COCCCNS(=O)(=O)c1ccc(Cl)c(C(F)(F)F)c1	2.6	-7.4	17.5	-0.4	5.1	-6.7	-0.6	14.0	4.9	2.9	-9.0

Next compounds:
SMILES	NR2E3 ag-1	MITF TRPM1 inh	Vif inh	Shn3 inh set2	PDI inh	CaV13 FRET inh	CF NFkB block	HIF-2a block	Peg3 promoter	KKLEB cytotox	NR2E3 ag-2
CCc1nc2ccc(C(=O)NCc3ccc4c(c3)OCO4)cn2c1N(CCC(C)C)CCN(C)C	.	.	3.8	-2.1	8.3	-5.2	9.0	6.2	-14.3	-15.2	-14.9
CC(=O)c1ccccc1NS(=O)(=O)c1c(C)nn(-c2ccccc2)c1C	1.9	1.8	-5.9	-2.2	1.4	-3.8	8.1	19.2	28.1	4.1	-10.6
COc1cc(OC)cc(C(=O)NCCNC(=O)c2ccccn2)c1	-0.2	3.1	9.9	9.3	2.7	-20.0	7.7	8.7	0.2	3.0	-13.1
COc1ccc(C2=NS(=O)(=O)N(C)C(C(=O)NCc3ccc4c(c3)OCO4)=C2)cc1	1.3	-8.8	.	-9.0	.	9.0	-7.6	1.3	4.8	7.0	-48.9
O=[N+]([O-])c1cccc(NN=Nc2ccccc2)c1	2.5	-2.2	8.5	-15.4	-0.2	-3.9	-19.3	-248.3	-265.9	1.0	-37.6
Cc1ccc(C)c(NC(=O)CSc2ccc(S(=O)(=O)N3CCCC3)cn2)c1	1.8	-1.5	-18.4	6.6	-13.0	-5.4	6.7	4.3	12.1	-13.4	-1.1
CCOCCCNC(=S)NCCNc1nc2c(C)cccc2cc1C#N	4.7	-19.9	-9.9	-24.4	-4.7	.	9.7	-32.0	-15.7	-12.1	6.3
COc1ccc(-c2ccc(CCC(=O)O)n2-c2cc(OC)ccc2OC)cc1	.	.	0.4	-20.4	12.6	-10.0	1.5	-15.8	5.1	-1.9	-59.9
O=C(Nc1cc(S(=O)(=O)N2CCOCC2)ccc1N1CCCC1)c1ccc(Cl)cc1	.	3.6	-10.5	5.5	-3.2	-5.6	-13.2	-0.3	14.6	15.7	0.9
Cc1ccccc1N1CCN(S(=O)(=O)c2nnc(NC(=O)c3ccco3)s2)CC1	3.2	9.6	3.0	1.3	2.2	-1.5	9.5	-1.0	-1.8	1.6	-36.7
CCCCN1C[C@H](Cc2ccccc2)[C@@H](CC(=O)NCc2ccc(OC)cc2)C1=O	-0.2	3.0	-0.2	11.4	-12.6	-4.2	-24.9	-2.2	7.3	-0.7	15.4
CC(C)CN(C1CCS(=O)(=O)C1)S(=O)(=O)c1ccc2ccccc2c1 (stereo unspecified)	-0.3	-6.9	-4.6	-12.6	3.3	-3.8	12.7	23.3	14.4	4.2	-1.6
O=C(COC(=O)c1cccc(Cl)c1)Nc1cc(Cl)ccc1Oc1ccccc1	2.6	-3.5	-2.6	21.4	-6.2	-2.5	11.9	7.5	-18.9	-2.2	-11.6
CCC(CC)NC(=O)CN1CCN(S(=O)(=O)c2cccs2)CC1	.	4.8	-3.1	-23.5	9.9	-6.2	3.7	8.0	4.7	-5.0	7.5
Clc1cccc(-c2ccc(C=Nc3ccc(N4CCOCC4)cc3)o2)c1	-1.6	-7.6	-1.9	-12.7	5.2	-3.6	1.2	-7.3	-9.6	-1.2	-28.6
Cn1c(SCC(=O)c2ccccc2)ncc(C(=O)Nc2ccccc2)c1=O	-0.3	10.3	-11.0	-66.0	-4.4	-3.4	9.2	-69.1	-104.7	-8.9	-23.3
CCOc1cc(C=C(C#N)C#N)ccc1Oc1ccc([N+](=O)[O-])cn1	2.0	21.7	-1.7	2.1	2.9	2.1	-26.3	9.0	11.7	9.8	1.1
CCc1ccc(/C=C2/SC(=S)N(CC(=O)Nc3nc4ccccc4s3)C2=O)cc1	4.5	-11.8	-4.8	-4.1	-3.2	-5.3	7.5	-10.8	-30.9	-4.5	-96.2

Compound profiles (already shown). Screens in order: NR2E3 ag-1	MITF TRPM1 inh	Vif inh	Shn3 inh set2	PDI inh	CaV13 FRET inh	CF NFkB block	HIF-2a block	Peg3 promoter	KKLEB cytotox	NR2E3 ag-2
`CCOc1cc(C=C(C#N)C#N)ccc1Oc1ccc([N+](=O)[O-])cn1` across the screens: 2.0	21.7	-1.7	2.1	2.9	2.1	-26.3	9.0	11.7	9.8	1.1
`CCc1ccc(/C=C2/SC(=S)N(CC(=O)Nc3nc4ccccc4s3)C2=O)cc1` across the screens: 4.5	-11.8	-4.8	-4.1	-3.2	-5.3	7.5	-10.8	-30.9	-4.5	-96.2
`O=C(COC(=O)c1cccc(Cl)c1)Nc1cc(Cl)ccc1Oc1ccccc1` across the screens: 2.6	-3.5	-2.6	21.4	-6.2	-2.5	11.9	7.5	-18.9	-2.2	-11.6
`Clc1cccc(-c2ccc(C=Nc3ccc(N4CCOCC4)cc3)o2)c1` across the screens: -1.6	-7.6	-1.9	-12.7	5.2	-3.6	1.2	-7.3	-9.6	-1.2	-28.6
`Cn1c(SCC(=O)c2ccccc2)ncc(C(=O)Nc2ccccc2)c1=O` across the screens: -0.3	10.3	-11.0	-66.0	-4.4	-3.4	9.2	-69.1	-104.7	-8.9	-23.3

Source: PubChem BioAssay
